LYPLA2 counter: LYPLA2 inhibitors, primary screen, counter-screen for PME1 inhibitor project, biochemical, fluorescence polarization, FP-Rh probe ABPP; Acyl-protein thioesterase 2 (Homo sapiens), O95372; recombinant LYPLA2; inhibition, % at 5.9 µM; actives 0.38% (n = 320,000); AID 2177, 2009;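 active = inhibition above the screen-wide mean plus 3 SD, limit set per campaign, cut at about 26% in these data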;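 also: 0% = LYPLA2 with DMSO and 100% = wells lacking LYPLA2 enzyme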
PAFAH2 inh: PAFAH2 enzyme inhibitors, primary screen, biochemical, fluorescence polarization, human; actives 0.99% (n = 340,000); recombinant PAFAH2, FP-rhodamine activity probe; inhibition, % at 3.39 µM; Platelet-activating factor acetylhydrolase 2, cytoplasmic (Homo sapiens), Q99487;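 active = inhibition above the mean over all tested compounds plus 3 SD, cut at about 30% in these data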;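 also: inhibitors block probe labeling of enzyme so polarization drops; 0% = enzyme with DMSO and 100% = wells lacking PAFAH2 protein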
PREPL inhibitor: PREPL enzyme inhibitors, primary screen, biochemical, fluorescence polarization | actives 0.68% (n = 320,000) | inhibition, % at 5.96 µM | Prolyl endopeptidase-like (Homo sapiens), Q4J6C6 | recombinant PREPL, fluorescence polarization activity-based probe; in the data active = inhibition above about 43%;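 also: 0% = enzyme with DMSO and 100% = wells lacking enzyme; many of its hits are not listed in these tables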
Target sequence (Q4J6C6 whole entry, looked up): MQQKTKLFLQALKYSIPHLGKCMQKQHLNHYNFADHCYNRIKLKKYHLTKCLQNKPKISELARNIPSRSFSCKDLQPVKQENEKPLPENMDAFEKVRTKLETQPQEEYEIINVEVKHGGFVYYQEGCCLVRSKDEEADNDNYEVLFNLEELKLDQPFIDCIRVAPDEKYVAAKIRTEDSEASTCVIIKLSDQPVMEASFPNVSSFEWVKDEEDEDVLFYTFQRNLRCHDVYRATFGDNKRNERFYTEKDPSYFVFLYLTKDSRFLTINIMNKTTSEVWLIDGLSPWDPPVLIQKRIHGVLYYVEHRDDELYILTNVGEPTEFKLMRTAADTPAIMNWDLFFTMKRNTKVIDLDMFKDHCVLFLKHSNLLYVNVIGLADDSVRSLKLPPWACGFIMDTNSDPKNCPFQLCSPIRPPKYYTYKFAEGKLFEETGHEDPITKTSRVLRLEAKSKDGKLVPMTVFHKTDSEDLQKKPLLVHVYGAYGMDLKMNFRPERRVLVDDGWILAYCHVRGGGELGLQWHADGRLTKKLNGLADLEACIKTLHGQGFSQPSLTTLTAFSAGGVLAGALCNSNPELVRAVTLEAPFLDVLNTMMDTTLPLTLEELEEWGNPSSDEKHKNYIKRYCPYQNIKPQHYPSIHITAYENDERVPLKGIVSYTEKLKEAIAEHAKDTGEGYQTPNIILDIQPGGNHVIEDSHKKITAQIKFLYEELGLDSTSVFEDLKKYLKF
LYPLA1 inh: LYPLA1 inhibitors, primary screen, counter-screen for PME1 inhibitor project, biochemical, fluorescence polarization, FP-Rh probe ABPP; recombinant LYPLA1; inhibition, % at 5.9 µM; actives 0.16% (n = 320,000);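 active = inhibition above the mean of all tested compounds plus 3 SD, set per campaign, cut at about 14% in these data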;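 also: inhibitors block serine hydrolase probe labeling of LYPLA1 so polarization falls; 0% = enzyme with DMSO and 100% = wells lacking LYPLA1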
PAFAH1B3 inh: PAFAH1B3 enzyme inhibitors, primary screen, biochemical, fluorescence polarization, human; recombinant PAFAH1B3, FP-rhodamine probe; inhibition, % at 3.39 µM; Platelet-activating factor acetylhydrolase IB subunit alpha1 (Homo sapiens), Q15102; actives 0.28% (n = 340,000); AID 492972, 2010;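 active = inhibition above the screen-wide average of all tested compounds plus 3 SD, cut at about 25% in these data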;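 also: 0% = enzyme with DMSO only and 100% = wells lacking PAFAH1B3 protein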
EBNA-1 inhibitor: EBNA-1 DNA-binding inhibitors, primary screen, biochemical, fluorescence polarization | AID 1950, 2009 | actives 0.34% (n = 300,000) | inhibition, % at 14.8 µM; in the data active = inhibition above about 28%
ZTA counter: blocks Epstein-Barr virus ZTA, an EBNA-1 counter-screen | P03206 | ZTA-DNA binding, fluorescence polarization | inhibition, % at 11 µM | actives 0.15% (n = 320,000); in the data active = inhibition above about 33%
Target sequence (P03206 whole entry, looked up): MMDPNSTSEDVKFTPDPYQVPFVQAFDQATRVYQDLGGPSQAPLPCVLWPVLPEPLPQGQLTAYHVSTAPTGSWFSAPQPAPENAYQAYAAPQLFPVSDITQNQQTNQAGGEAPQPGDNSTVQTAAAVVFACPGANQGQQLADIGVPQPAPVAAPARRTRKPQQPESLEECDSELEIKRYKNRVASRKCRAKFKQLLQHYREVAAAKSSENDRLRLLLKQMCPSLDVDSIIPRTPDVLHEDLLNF
PAFAH1B2 inh: PAFAH1B2 enzyme inhibitors, primary screen, biochemical, fluorescence polarization, human; Platelet-activating factor acetylhydrolase IB subunit alpha2 (Homo sapiens), P68402; recombinant PAFAH1B2, FP-rhodamine activity probe; inhibition, % at 3.39 µM; actives 1.2% (n = 340,000);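 active = inhibition above the mean of all tested compounds plus 3 SD, cut at about 24% in these data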;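 also: 0% = enzyme with DMSO and 100% = wells lacking PAFAH1B2; many of its hits are not listed in these tables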
pPAFAH FP inh: pPAFAH enzyme inhibitors, primary screen, biochemical, fluorescence polarization, human; inhibition, % at 3.39 µM; actives 1.5% (n = 330,000); AID 463082, 2010; recombinant pPAFAH, FP-rhodamine probe fluorescence polarization; Platelet-activating factor acetylhydrolase (Homo sapiens), Q13093;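 active = inhibition above the mean inhibition across the screen plus 3 SD, cut at about 25% in these data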;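 also: inhibitors block binding of the rhodamine activity-based probe so polarization drops; 0% = enzyme with DMSO and 100% = wells lacking pPAFAH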
* = called active by the depositor; . = no result given. Only part of the results is shown. The share of hits here may be higher or lower than overall.

SMILES | LYPLA2 counter | PAFAH2 inh | PREPL inhibitor | LYPLA1 inh | PAFAH1B3 inh | EBNA-1 inhibitor | ZTA counter | PAFAH1B2 inh | pPAFAH FP inh
Cc1ccc(-c2cc(-c3ccccc3)nc(N(C)N)n2)cc1 | 0 | -4 | 0 | -4 | -1 | -4 | -15 | -2 | 1
Cc1nn(C)cc1CN(C)C(=O)CC12CC3CC(CC(C3)C1)C2 | -9 | -9 | -6 | -6 | 0 | 3 | 1 | 13 | 0
CCOC(=O)C1CCN(C(=O)CCCn2nc(CC)n3c(cc4occc43)c2=O)CC1 | 8 | -8 | 3 | 4 | 13 | -4 | 9 | 3 | 4
O=C(CN1C(=O)COc2ccccc21)NNC(=O)Nc1ccccc1F | 5 | 3 | 18 | 1 | -2 | 10 | 0 | 1 | 2
O=C(O)C1CCCN1S(=O)(=O)c1ccc(F)cc1 (centres undefined) | -6 | 1 | 1 | 1 | 3 | -2 | -2 | 6 | -2
CCOC(=O)N1CCN(C(=O)c2ccc(CN(c3ccccc3)S(C)(=O)=O)cc2)CC1 | 0 | -2 | 3 | -1 | 2 | -2 | 9 | -1 | 7
COc1ccc(N2C(=O)C3C(C2=O)C(C(=O)c2ccccc2)N2CCCC32)cc1 (centres undefined) | 0 | 4 | 16 | 0 | 8 | 8 | -7 | 4 | 5
Cc1nc(C)n(CC(O)COc2ccc(C(=O)c3ccccc3)cc2)n1 (centres undefined) | -1 | 4 | 2 | 0 | 2 | -8 | -1 | 5 | -2
Cc1c(O)nc2sc3ccccc3n2c1=O | 3 | . | -3 | 0 | . | -2 | -10 | . | 2
CCN1C[C@@H]2[C@@H]3C(=O)N(C)C(=O)[C@@H]3[C@](CC)(C(=O)OC)N2C1=NC | . | -1 | . | . | 2 | . | . | 3 | 1
COc1ccc(NC(=O)CN2CCc3ccccc3C2)c([N+](=O)[O-])c1 | 2 | 3 | 28 | -1 | 5 | -11 | -13 | 2 | 1
Cc1nc2ccc(NS(=O)(=O)c3ccc(C)c(C)c3)cc2s1 | 0 | -4 | -13 | 2 | 0 | -4 | 7 | 2 | 5
Cc1nc2ccccc2n1/C(=N\S(=O)(=O)c1ccccc1)c1ccccc1 | 0 | 1 | 5 | -2 | 2 | 3 | 15 | 0 | 5
CCOC(=O)CCCNC(=O)COC(=O)c1cc2ccccc2cc1O | 5 | -2 | 14 | 3 | 0 | 4 | 3 | -5 | 6
C1CCc2nnc(-c3nnc4n3CCCCC4)n2CC1 | 4 | 3 | 1 | 0 | 9 | 0 | 0 | 4 | 2
CCOc1ccc(C(=O)NCCc2cnc[nH]2)cc1 | -7 | -6 | -7 | -3 | 7 | 2 | 8 | 1 | 4
Cn1nc(CC(=O)NCc2cccc3ccccc23)c2ccccc2c1=O | 6 | 8 | 3 | 1 | 7 | -5 | 0 | 5 | 6
COc1ccc(CNC(=O)C(=O)NC2CCC(C)CC2)cc1 (centres undefined) | 7 | 4 | 5 | 4 | -2 | 6 | -10 | 8 | 2
CC(C)c1ccc(NC(=O)C2CC(=O)N(C3CCCC3)C2)cc1 (centres undefined) | 10 | -11 | 0 | 3 | 6 | 5 | 7 | 1 | -1
O=C(Cn1cc(C(=O)c2cccs2)c2ccccc21)NCC1CCCO1 (centres undefined) | 1 | 4 | 5 | -2 | 3 | 7 | 16 | 8 | 1
CCOC(=O)C(Cc1ccc(OC)c([N+](=O)[O-])c1)NC(=O)CCC(=O)Nc1ccc(OC)cc1 (centres undefined) | -2 | . | 23 | 0 | . | -23 | 9 | . | 3
Cc1nnc(SCc2ccccc2)[nH]c1=O | 2 | 5 | 26 | 1 | 2 | 6 | 10 | -1 | 34*
O=S(=O)(c1cccs1)N1CCCc2cccc(O)c21 | -1 | 1 | -6 | -1 | -8 | 4 | -4 | -1 | 5
O=C(Nc1cccc(-c2csc(Nc3ccc(Cl)cc3)n2)c1)c1ccccc1 | -18 | -23 | 29 | -26 | 6 | -8 | -4 | 8 | 18
CCOC(=O)C1CCN(C2CC(=O)N(c3cccc(Cl)c3)C2=O)CC1 (centres undefined) | 1 | 3 | 10 | 3 | 0 | -11 | 8 | -1 | 3
COCCn1c(SCc2cccnc2)nnc1-c1ccco1 | 5 | 2 | 8 | 1 | 10 | -5 | -8 | 5 | 1
CC1=NN(c2ccccc2)C(=O)/C1=C/N(C)C | -3 | -6 | 9 | 4 | -1 | 6 | 28 | 1 | 4
O=C(O)c1cccc(-c2ccc(/C=N/NC(=O)C3COc4ccccc4O3)o2)c1 (centres undefined) | 6 | 6 | 1 | 5 | -4 | 9 | 5 | 6 | 5
O=C(Oc1coc(CSc2ncccn2)cc1=O)c1cccc([N+](=O)[O-])c1 | 2 | -2 | 5 | -3 | 6 | 8 | 5 | 4 | 4
COC(=O)c1c(NC(=O)c2ccco2)sc(C(=O)N(C)C)c1C | -12 | 8 | -8 | -3 | 7 | -12 | -16 | 2 | -5
Cc1ccc(-c2nc3ccsc3c(=O)[nH]2)cc1 | -4 | -1 | -7 | 1 | 2 | 4 | 3 | -4 | 5
O=C(CCl)NC1CCCc2ccccc21 (centres undefined) | 0 | 8 | -7 | -2 | 6 | -8 | -24 | 5 | 4
COc1ccc(CNC(=O)c2cccs2)cc1 | -6 | 0 | 5 | -2 | 0 | 9 | 3 | 3 | 0
COCCNc1nc(-c2ccccc2)nc2ccccc12 | -7 | -3 | -4 | -2 | 0 | -9 | -3 | -5 | 1
CCOC(=O)c1oc2ccc(S(=O)(=O)N3CCC(C)CC3)cc2c1C | 5 | 2 | -7 | -1 | 4 | 9 | 9 | 12 | 6
O=C(Nc1ncn[nH]1)c1cc([N+](=O)[O-])ccc1Cl | 8 | 0 | 12 | 1 | 7 | -3 | -9 | 5 | 4
Cc1ccc2nc(NC(=O)c3cccs3)sc2c1 | -6 | -10 | -13 | -7 | -11 | 3 | -10 | -7 | -3
Cc1sc2ncnc(SCC(=O)Nc3nc(-c4ccc(F)c(F)c4)cs3)c2c1C | -3 | 7 | -7 | -3 | -2 | 6 | 8 | -2 | -5
Cc1cc(N2CCC(C(N)=O)CC2)nc(-c2ccccc2)n1 | 7 | -1 | 2 | 2 | 1 | 9 | -10 | 0 | -2
CCOC(=O)C(C(=O)OCC)N(C#N)c1nc(N(C)C)nc(N(C)C)n1 | -3 | -5 | 4 | -2 | -6 | 1 | 15 | 7 | 5
CCOC(=O)C1CCN(Cc2cc(Cl)c3ccccc3c2O)CC1 | -11 | 1 | -1 | -2 | 1 | -3 | 20 | 5 | 5
CC(C)CN1CCN(Cc2cccc3cccnc23)CC1CCO (centres undefined) | 1 | -3 | 17 | -1 | -1 | 1 | 2 | 0 | 2
Cc1cc(S(=O)(=O)Nc2ccc(C(=O)NCC(C)(C)N3CCOCC3)cc2)ccc1F | 0 | -4 | 1 | 1 | -3 | 0 | -11 | -5 | 3
CCN(CC(=O)NCc1ccc(F)cc1)CC(=O)Nc1ccc(Br)cc1F | . | 6 | -8 | . | 5 | . | . | 8 | -7
Cc1ccc(S(=O)(=O)NCCC(=O)NCc2ccc3c(c2)OCO3)cc1C | 3 | -3 | 7 | -1 | 6 | 7 | -20 | -4 | 3
CC(C)C(=O)N1CCN(c2ccccc2NC(=O)COc2ccccc2)CC1 | -3 | 5 | -3 | 0 | 3 | -4 | 3 | -1 | 3
CSc1ccc(S(=O)(=O)NCC(=O)OCCOc2ccccc2)cc1[N+](=O)[O-] | -2 | 1 | 8 | -2 | 6 | -10 | 6 | 7 | 4
O=C(Oc1ccc(OC(=O)N2CCOCC2)cc1)c1ccccc1 | -3 | 12 | 7 | 0 | 8 | 1 | -16 | 7 | 8
O=C(NC(=S)N1CCCC1)c1ccc(Cl)cc1Cl | 2 | 1 | -1 | -2 | 0 | -3 | -11 | 0 | 4
O=[N+]([O-])c1cnc2ccccc2c1 | 4 | 5 | -6 | 1 | 1 | -4 | 5 | 3 | 3
Cc1ccccc1Cn1nnc(C(=O)Nc2cccc(C)c2C)c1N | 2 | -4 | -13 | -2 | -5 | 11 | -13 | 4 | 4
Cc1ccc(N2CC(C(=O)O)CC2=O)cc1 (centres undefined) | 3 | . | 3 | -1 | . | -6 | 0 | . | 2
Cc1cc(C)nc(SCC(=O)OCN2C(=O)c3ccccc3C2=O)n1 | 3 | -2 | -8 | -2 | 0 | 0 | -1 | 0 | 8
O=C(Oc1ccccc1C(=S)N1CCOCC1)c1ccc([N+](=O)[O-])cc1[N+](=O)[O-] | 1 | 2 | 0 | 3 | 0 | 0 | -2 | 3 | 4
Cc1ccc(C(=O)NCC(=O)NCC(c2cccs2)N2CCOCC2)cc1C (centres undefined) | 4 | -2 | 7 | 1 | -1 | -5 | 1 | 2 | 4
CCC(C)(C)NC(=O)C(c1ccc(C)o1)N(C(=O)c1csnn1)c1cccc(F)c1 (centres undefined) | 3 | -11 | 8 | 0 | -2 | 9 | 8 | 2 | 5
CC(NC(=O)CCCN1C(=O)c2ccccc2C1=O)c1ccc2c(c1)CCCC2 (centres undefined) | -2 | 2 | -5 | -3 | 5 | -17 | 1 | 3 | -1
O=C(C[n+]1ccc2ccccc2c1)Nc1cc(C(F)(F)F)ccc1Cl | 1 | -1 | -2 | -2 | 5 | -1 | -5 | -10 | 9
CC(C)CNc1nc(N)c([N+](=O)[O-])c(NCC2CCCO2)n1 (centres undefined) | -1 | 1 | -3 | -2 | 7 | -9 | 4 | 0 | 2
CN(Cc1ccccc1)C(=O)c1[nH]cnc1C(=O)NCC(=O)OCc1ccccc1 | 8 | 6 | -1 | 0 | 5 | 8 | -4 | 3 | 19
CCOc1ccc(C(=O)/C=C/c2ccccc2C(F)(F)F)cc1 | -3 | 0 | 1 | -5 | 10 | 2 | 9 | 5 | 3
Cc1cc(C)c(NC(=O)OCCN2CCOCC2)c(C)c1 | 11 | 2 | -3 | 3 | 11 | -3 | -11 | -3 | 3

Molecules shown so far that have an NH in an aromatic ring (5):
SMILES | LYPLA2 counter | PAFAH2 inh | PREPL inhibitor | LYPLA1 inh | PAFAH1B3 inh | EBNA-1 inhibitor | ZTA counter | PAFAH1B2 inh | pPAFAH FP inh
CCOc1ccc(C(=O)NCCc2cnc[nH]2)cc1 | -7 | -6 | -7 | -3 | 7 | 2 | 8 | 1 | 4
Cc1nnc(SCc2ccccc2)[nH]c1=O | 2 | 5 | 26 | 1 | 2 | 6 | 10 | -1 | 34*
Cc1ccc(-c2nc3ccsc3c(=O)[nH]2)cc1 | -4 | -1 | -7 | 1 | 2 | 4 | 3 | -4 | 5
O=C(Nc1ncn[nH]1)c1cc([N+](=O)[O-])ccc1Cl | 8 | 0 | 12 | 1 | 7 | -3 | -9 | 5 | 4
CN(Cc1ccccc1)C(=O)c1[nH]cnc1C(=O)NCC(=O)OCc1ccccc1 | 8 | 6 | -1 | 0 | 5 | 8 | -4 | 3 | 19
